Assay outcomes (PubChem)
TRHR agonist = activates the human TRH receptor; P34981; TRHR cells, calcium flux fluo-8, FDSS agonist mode; activation, % at 2 µM; actives 0.18% (n = 360,000); AID 493084; in the data active means activation above about 30%; further: 0% is about no effect
Target sequence (P34981 whole entry, looked up): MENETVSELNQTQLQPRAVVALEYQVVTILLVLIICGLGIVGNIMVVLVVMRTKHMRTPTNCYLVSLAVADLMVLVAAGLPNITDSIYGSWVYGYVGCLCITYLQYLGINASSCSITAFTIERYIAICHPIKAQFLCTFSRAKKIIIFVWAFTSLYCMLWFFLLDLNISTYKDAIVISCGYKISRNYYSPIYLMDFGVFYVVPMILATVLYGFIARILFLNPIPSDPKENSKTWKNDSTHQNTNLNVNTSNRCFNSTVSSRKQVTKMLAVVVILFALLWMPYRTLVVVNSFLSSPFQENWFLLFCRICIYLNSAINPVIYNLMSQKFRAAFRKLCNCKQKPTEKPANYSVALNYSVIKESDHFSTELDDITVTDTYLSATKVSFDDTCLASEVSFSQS
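In this calcium-flux screen, cells bearing human TRHR are dye-loaded with fluo-8, baselined for 10 cycles, then exposed to library compounds; positive kinetic calcium responses during the agonist phase mark hits, with TRH as control.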
USP1-UAF1 inh = blocks the human USP1/UAF1 deubiquitinase complex; Potency, µM (highest dose often 57.1 µM), for inactives: top-dose activity change, negative = inhibition, most hits filed as inhibitors; O94782; actives 0.23% (n = 390,000); AID 743255; recombinant USP1/UAF1, Ub-Rhodamine cleavage fluorescence; further: potency means the concentration at half of the fitted maximal effect; on the % scale 0 is the no-effect control and ±100 the full control effect; nearly all actives have a fitted effect of over 60% in size; inactives centre near -12
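Step one: compound is pinned into 1nM USP1/UAF1 in HEPES pH 7.8 buffer with TCEP. Step two: 15 min room-temperature incubation. Step three: Ub-Rho (150nM final) starts cleavage, tracked by fluorescence over six one-minute reads.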
IDH1 R132H inh = human IDH1 R132H inhibition. Potency, µM (titrated, usually from 76.6 µM), for the others: at the top dose activity change, negative = inhibition, actives largely listed as inhibitors. AID 602179. IDH1-R132H enzyme, NADPH consumption, diaphorase/resazurin fluorescence. actives 0.093% (n = 390,000). O75874; further: potency means the concentration at half of the fitted maximal effect; on the % scale 0 is the no-effect control and ±100 the full control effect; nearly all actives have a fitted effect of over 65% in size
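IDH1-R132H (0.5 ug/mL) preincubated 30 min with compound, then NADPH (0.016 mM) and alpha-KG (2 mM) added; 80 min at RT, pH 7.5. Remaining NADPH coupled via diaphorase/resazurin to fluorescence (540/590 nm); concentration-response curves normalized to no-enzyme control.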
TrxR1 inh = blocks rat thioredoxin reductase 1; O89049; recombinant rTrxR1, NADPH fluorescence consumption, selenite substrate; Potency, µM (top dose mostly 114 µM), without a hit: top-dose activity change, negative = inhibition, hits mostly inhibitors; actives 1% (n = 390,000); AID 588453; further: potency means the concentration at half of the fitted maximal effect; on the % scale 0 is the no-effect control and ±100 the full control effect; nearly all actives have a fitted effect of over 65% in size
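Rat TrxR1 (90 nM in the dispensed reagent) was pre-reduced with 400 uM NADPH for 5 min at room temperature, then incubated with compound for 15 min. After 400 uM selenite was added, NADPH fluorescence (Ex 340/Em 450 nm) was followed for 8 min.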
D2 agonist = agonists of human D2 dopamine receptor; P14416; HEK293 T-REx D2 cells, calcium flux agonist mode; activation, % at 2 µM; actives 0.53% (n = 340,000);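 active means activation over 3 SD above normal in the single-dose calcium agonist read, cut at about 30% in these data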; further: 0% is about no effect
Target sequence (P14416 whole entry, looked up): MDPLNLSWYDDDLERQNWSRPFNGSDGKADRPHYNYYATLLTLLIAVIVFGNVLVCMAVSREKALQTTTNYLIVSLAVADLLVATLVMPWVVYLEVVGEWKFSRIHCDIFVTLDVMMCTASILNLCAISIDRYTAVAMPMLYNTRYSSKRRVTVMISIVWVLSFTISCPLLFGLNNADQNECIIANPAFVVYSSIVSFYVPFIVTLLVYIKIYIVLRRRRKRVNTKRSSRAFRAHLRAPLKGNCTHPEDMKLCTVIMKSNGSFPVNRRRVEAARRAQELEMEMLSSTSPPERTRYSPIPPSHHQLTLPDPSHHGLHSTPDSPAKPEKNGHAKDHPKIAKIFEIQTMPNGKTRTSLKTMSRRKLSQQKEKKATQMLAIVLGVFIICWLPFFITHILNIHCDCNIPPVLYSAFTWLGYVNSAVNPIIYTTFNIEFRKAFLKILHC
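Tetracycline-induced HEK293 T-REx cells with force-coupled D2 receptor, plated overnight at 30 C, loaded with no-wash calcium dye. After a 10 s baseline, compound was pin-added and calcium flux read kinetically for 180 s; calcium rises flagged agonists.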
TrxR1 substrate = is turned over as a substrate by rat TrxR1. O89049. purified TrxR1 substrate turnover, NADPH consumption readout. Potency, µM (titrated, usually from 114 µM), inactives show at the top dose activity change, negative = substrate turnover. actives 0.01% (n = 390,000). AID 588456; further: potency means the concentration at half of the fitted maximal effect; on the % scale 0 is the no-effect control and ±100 the full control effect; nearly all actives have a fitted effect of over 50% in size
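Rat TrxR1, dispensed at 90 nM, was prereduced with 400 uM NADPH (final) for 5 min at ~22 deg C, then incubated with compound 15 min before 400 uM selenite. A first-read NADPH fluorescence drop versus no-compound background flagged substrates.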
D2 antagonist = antagonizes the human D2 dopamine receptor. P14416. actives 2% (n = 340,000). HEK293 TREx D2 cells, calcium flux, dopamine EC80. AID 485344. inhibition, % at 10 µM; in the data active means inhibition above about 30%; further: 0% is about no effect
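Inhibition of EC80 dopamine-driven calcium flux, recorded kinetically, defines activity here; cells are a tetracycline-induced HEK293 T-REx line expressing force-coupled D2.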
Pin1 inh = blocks the human prolyl isomerase Pin1; Q13526; Pin1 FP peptide displacement, HiFluor488, 10 min; Potency, µM (doses to about 115 µM), for inactives: at the top dose activity, negative = inhibition, most hits filed as inhibitors; actives 0.009% (n = 390,000); AID 504891; active means well fitted inhibition curve with a large enough effect in the polarisation, with a control signal flat, not every such curve was filed as active; inconclusive means small, poorly fitted or top-dose-only effect, or effect the other way, or a change in a side signal; inactive means no such curve, though single readings can be large or run the other way; the % refers to the polarisation; further: potency means the concentration at half of the fitted maximal effect; on the % scale 0 is the no-effect control and ±100 the full control effect
Target sequence (Q13526 whole entry, looked up): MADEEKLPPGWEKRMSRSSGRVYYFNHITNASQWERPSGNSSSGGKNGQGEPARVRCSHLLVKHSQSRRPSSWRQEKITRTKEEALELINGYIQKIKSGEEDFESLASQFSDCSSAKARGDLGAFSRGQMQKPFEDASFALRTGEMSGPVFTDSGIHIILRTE
TRHR enhancer = allosteric enhancers of human TRH receptor | TRHR cells, fluo-8 calcium fluorescence, EC20 TRH enhancement | enhancement, % at 2 µM | actives 0.66% (n = 360,000); in the data active means enhancement above about 30%; further: 0% is about no effect
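TRHR-expressing cells loaded with fluo-8 calcium dye were read kinetically (ex 480/em 530) during compound addition, then stimulated with an EC20 of TRH (10 nM final). Enhancement of the Gq-mediated intracellular calcium response was scored.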
* marks the source's active call; other numbers are inactive results; ? = inconclusive; · = not tested or not shown; [ ] = remark or other dose. Unless noted, the call rests on the fitted dose curve; in most records, active means well fitted inhibition curve with a large enough effect; inconclusive means small, poorly fitted or top-dose-only effect; inactive means no such curve, though single readings can be large or run the other way. This is a subset, so the mix of outcomes need not match the whole.

no.	Compound	TRHR agonist	USP1-UAF1 inh	IDH1 R132H inh	TrxR1 inh	D2 agonist
1	O=C(Nc1ccc(NC(=O)c2cccnc2)cc1)c1ccccc1	0.4	-2%	6%	-9%[57.1 µM]	0.9
2	COc1ccc(NC(=O)COC(=O)Cc2ccc(Br)cc2)cc1	0.0	-15%	8%	16%[57.1 µM]	0.1
3	O=C(Oc1ccc(Br)cc1C(=S)N1CCOCC1)c1cccc([N+](=O)[O-])c1	-0.2	-11%	2%	?	1.2
4	O=C(Nc1ccc(Cl)c(C(F)(F)F)c1)c1ccc2c(c1)CCN2S(=O)(=O)c1ccccc1	2.8	-6%	-11%	12%	1.2
5	N#Cc1cnn2c(C(F)(F)F)c3c(nc12)CCCC3	-0.3	1%	7%	31%	-1.3
6	CS(=O)(=O)N(CCc1ccccc1)CC(=O)NCc1cccnc1	0.6	2%	1%	8%	-0.3
7	CCOc1ccc(CNC(=O)C(CC)n2nc(C)n3c(cc4occc43)c2=O)cc1OC (centres undefined)	-1.4	1%	-5%	-11%[57.1 µM]	-0.5
8	O=C(c1cccc(-c2ccc(O)cc2)c1)N1CCOCC1	-0.4	-9%	15%	0%	-0.4
9	CC(=NCCN1CCN(C(C)=C2C(=O)c3ccccc3C2=O)CC1)C1=C(O)CC(C)(C)CC1=O	0.1	-10%	4%	-15%	0.4
10	O=C(NC1CCCc2ccccc21)C1CCC(CNc2c(N3CCOCC3)c(=O)c2=O)CC1 (centres undefined)	0.6	-21%	-7%	-8%	0.0
11	COc1cc(NC(=O)c2cccs2)c(C(=O)OCC(=O)NC(=O)NCc2ccccc2)cc1OC	-0.4	-1%	-1%	-9%	1.1
12	COc1cccc(CNC(=O)CCNC(=O)C2CCN(S(=O)(=O)c3ccc(F)cc3)CC2)c1	-0.4	-19%	-9%	23%	-0.3
13	N#Cc1cn(CC(=O)NCCc2c[nH]c3ccccc23)c2ccccc12	0.0	-9%	-3%	4%	2.1
14	CC(C)OC(=O)CSc1nc(N)c(C#N)c(-c2cccs2)c1C#N	-0.4	-15%	2%	-16%[57.1 µM]	0.1
15	CCc1nc(-c2ccc(OC)c(OC)c2)cc2cc(OC)c(OC)cc12	-0.6	-22%	3%	2%[57.1 µM]	2.0

no.	TrxR1 substrate	D2 antagonist	Pin1 inh	TRHR enhancer
1	-9%[57.1 µM]	5	-2%	0
2	-10%[57.1 µM]	-5	-3%	4
3	-12%	12	?	23
4	2%	·	1%	13
5	11%[0.0914 µM]	-13	3%	5
6	6%[57.1 µM]	-1	1%	0
7	8%[57.1 µM]	-10	-12%	9
8	0%	18	-5%	-7
9	5%	1	-3%	-7
10	-10%	-2	-7%	2
11	59%[activator]	8	12%	9
12	1%	6	-9%	-7
13	-2%	-30	1%	-3
14	15%[57.1 µM]	9	25%	-7
15	15%	-5	-3%	-4

Carrying on.
no.	Compound	TRHR agonist	USP1-UAF1 inh	IDH1 R132H inh	TrxR1 inh	D2 agonist
16	O=C(NC1CS(=O)(=O)CC1NCc1ccco1)c1ccccc1 (centres undefined)	0.2	-5%	-3%	?	-0.1
17	CC(C)(C)c1nc(SCC(=O)NC2CCCC2)c2ccccc2n1	-0.1	-8%	8%	5%	0.0
18	COc1ccc(NC(=O)c2ccc(-c3cccc(Cl)c3C)o2)cc1	-0.6	-9%	0%	5%	0.3
19	CC(C)(C)C(=O)Nc1ccnn1C1CCN(C(=O)c2ccc(Cl)cc2F)CC1	-0.8	-10%	12%	38%	-1.3
20	COc1ccc(N(CC(O)CN2CCOCC2)S(=O)(=O)c2ccc(C)cc2)cc1 (centres undefined)	0.5	-10%	-6%	9%[57.1 µM]	·
21	COc1ccc(CCNc2ccc(C(CC(N)=O)NC(=O)c3ccc(Br)cc3)cc2[N+](=O)[O-])cc1 (centres undefined)	-0.4	-3%	11%	14%	1.6
22	CC(C)CSc1nc2c(c(=O)[nH]c(=O)n2C)n1CC(O)COc1cccc2ccccc12 (centres undefined)	0.5	0%	0%	-28%	-0.7
23	Cc1ccc(NC(=O)CSc2nc(-c3ccc(C(C)(C)C)cc3)nc3cc(=O)[nH]n23)cc1C	0.3	-23%	17%	9%[57.1 µM]	0.5
24	COc1cc(/C=N/N(C)C)cc(Br)c1O	0.0	-9%	5%	?	0.1
25	CN1C(=O)c2ccccc2Sc2ccc(NC(=O)Cc3c(F)cccc3Cl)cc21	0.8	?	11%	-6%[57.1 µM]	0.5
26	CSc1ccc(CCNC(=O)c2cc3n(n2)CCCN(Cc2ccc(C)cc2)C3=O)cc1	-0.1	-11%	-9%	6%[57.1 µM]	0.9
27	Cc1ccc(-c2ccc(S(=O)(=O)N3CCN(C)CC3)cc2)cc1	-0.2	6%	2%	8%[57.1 µM]	-1.0
28	Cc1cc(N2CC(C(=O)NCc3cccs3)CC2=O)ccc1C(C)C (centres undefined)	-0.6	-21%	7%	3%	-1.8
29	CCn1c(SCC(=O)Nc2nnc(C)s2)nc2c(c1=O)SC(C)C2 (centres undefined)	-0.2	-7%	0%	26%[57.1 µM]	-0.4
30	OCCCn1c(C2CCCN2c2nc(-c3ccc(F)cc3)cs2)nc2cc(C(F)(F)F)ccc21 (centres undefined)	·	-17%	1%	10%[57.1 µM]	·

no.	TrxR1 substrate	D2 antagonist	Pin1 inh	TRHR enhancer
16	-9%	-9	-9%	-1
17	5%	4	-1%	-7
18	1%	·	17%	10
19	17%	4	?	-9
20	3%[57.1 µM]	·	2%	19
21	4%	5	?	16
22	-13%	6	1%	2
23	5%[57.1 µM]	·	0%	-5
24	-19%	2	-3%	0
25	-11%[57.1 µM]	·	15%	-3
26	0%[57.1 µM]	·	-2%	-6
27	1%[57.1 µM]	4	2%	-1
28	3%	3	-2%	-6
29	13%[57.1 µM]	4	-1%	14
30	-5%[57.1 µM]	·	27%	·

Among those listed so far, these have a cyano group:
no.	Compound	TRHR agonist	USP1-UAF1 inh	IDH1 R132H inh	TrxR1 inh	D2 agonist
5	N#Cc1cnn2c(C(F)(F)F)c3c(nc12)CCCC3	-0.3	1%	7%	31%	-1.3
13	N#Cc1cn(CC(=O)NCCc2c[nH]c3ccccc23)c2ccccc12	0.0	-9%	-3%	4%	2.1
14	CC(C)OC(=O)CSc1nc(N)c(C#N)c(-c2cccs2)c1C#N	-0.4	-15%	2%	-16%[57.1 µM]	0.1

no.	TrxR1 substrate	D2 antagonist	Pin1 inh	TRHR enhancer
5	11%[0.0914 µM]	-13	3%	5
13	-2%	-30	1%	-3
14	15%[57.1 µM]	9	25%	-7

Next part:
no.	Compound	TRHR agonist	USP1-UAF1 inh	IDH1 R132H inh	TrxR1 inh	D2 agonist
31	CC(=O)N1CCN(S(=O)(=O)c2cccc(C(=O)OCc3ccc(C(C)(C)C)cc3)c2)CC1	0.4	-13%	2%	-10%	0.1
32	Cc1nn(C(C)C(=O)Nc2ccc(C(C)C)cc2)c(=O)c2c1sc1ccccc12 (centres undefined)	0.5	-9%	-18%	22%	1.2
33	O=C(O)c1ccccc1NC(=O)C1C2C=CC(C2)C1C(=O)O (centres undefined)	0.4	-23%	-4%	14%[57.1 µM]	·
34	Cc1ccc(Cn2nc(C)c(NC(=O)c3nn(C)cc3Cl)c2C)cc1	-0.7	-2%	1%	-11%	0.1
35	Cc1nnc(SCc2cc(=O)n3[nH]cnc3n2)s1	-0.2	-11%	2%	-6%	0.7
36	Cc1cccc(S(=O)Cc2ccc(C(=O)N3CCN(C(=O)c4ccco4)CC3)o2)c1 (centres undefined)	-0.2	-22%	0%	?	4.1
37	CCCCc1nc2ccccc2c(N)c1CCC (tested in a mixture with another compound)	-0.3	-18%	-4%	-3%[57.1 µM]	-0.2
38	CCOC(=O)CSc1nc(N)nc(C)c1Br	-0.2	-11%	7%	8%[57.1 µM]	0.2
39	Cc1ccc(S(=O)(=O)N2C[C@@H]3[C@H]4CC[C@H](C4)[C@@H]3[C@@H](C)[C@H]2C#N)cc1	·	?	-12%	30%	·

no.	TrxR1 substrate	D2 antagonist	Pin1 inh	TRHR enhancer
31	-16%	1	-1%	-1
32	9%	·	3%	3
33	52%	·	0%	-3
34	-7%	-25	6%	-8
35	-5%	-3	-1%	0
36	-8%	8	8%	-2
37	-2%[57.1 µM]	9	-9%	6
38	7%[57.1 µM]	5	0%	11
39	4%	·	-1%	·

Three entries from above, arranged by the number in TRHR agonist, ascending.
| entry | smiles | TRHR agonist | USP1-UAF1 inh | TrxR1 inh | TrxR1 substrate | D2 antagonist | Pin1 inh | TRHR enhancer |
| --- | --- | --- | --- | --- | --- | --- | --- | --- |
| 35 | Cc1nnc(SCc2cc(=O)n3[nH]cnc3n2)s1 | -0.2 | -11% | -6% | -5% | -3 | -1% | 0 |
| 33 | O=C(O)c1ccccc1NC(=O)C1C2C=CC(C2)C1C(=O)O (centres undefined) | 0.4 | -23% | 14%[57.1 µM] | 52% | · | 0% | -3 |
| 32 | Cc1nn(C(C)C(=O)Nc2ccc(C(C)C)cc2)c(=O)c2c1sc1ccccc12 (centres undefined) | 0.5 | -9% | 22% | 9% | · | 3% | 3 |
